Assay outcomes (PubChem BioAssay)
Tau ThT inhib = inhibitors of human tau fibril formation, thioflavin T binding; recombinant tau K18 P301L, heparin-induced fibrillization, ThT fluorescence; Potency, µM (doses to about 57.4 µM), for the others: at the top dose activity, negative = inhibition, most hits filed as inhibitors; 270,000 tested, 2.1% active; further: on the % scale 0 is the no-effect control and ±100 the full control effect; nearly all actives have a fitted effect of over 55% in size
Target sequence (P10636 561-689 P618L limits assumed): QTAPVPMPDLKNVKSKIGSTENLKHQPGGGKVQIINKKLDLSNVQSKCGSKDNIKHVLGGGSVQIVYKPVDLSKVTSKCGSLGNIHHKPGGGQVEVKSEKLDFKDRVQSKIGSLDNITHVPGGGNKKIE
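Aggregation was driven by heparin (20 uM final) acting on recombinant tau […] bearing P301L in 100 mM sodium acetate pH 7; fibrils were detected with Thioflavin T.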
HTT ATP protect = protects HTT-Q103 PC12 cells, measured by ATP; PC12 HTT-Q103 induced, cytoprotection, ATP luminescence, 40 h; Potency, µM (highest dose often 56.4 µM), for the others: cytoprotection (ATP increase), most hits filed as activators; 230,000 tested, 0.14% active; AID 1471;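 further: % of control where 0% means no effect; nearly all actives have a fitted effect of over 45% in size; toxic huntingtin expression switched on by the ecdysone agonist tebufenozide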
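Readout: ATPlite luminescence (ATP level). Model: stable PC12, inducible Htt exon1 Q103-GFP. Inducer: tebufenozide, 100 nM final. Compounds: dose series. No G418 in medium.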
RECQ1 inh = RECQ1 (human) helicase inhibition | RECQ1 DNA unwinding, red fluorescence kinetic read | P46063 | Potency, µM (top dose mostly 57.3 µM), without a hit: top-dose activity, negative = inhibition, usual class: inhibitors | 240,000 tested, 0.54% active;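 further: plate controls were vehicle for no effect and no enzyme for full effect; nearly all actives have a fitted effect of over 30% in size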
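50 nM RECQ1T1 preincubated 15 min with compound in Tris pH 8.0 buffer with MgCl2, DTT, Tween-20 and 2.5 ug/ml poly(dI-dC); started with 200 nM TAMRA/BHQ-2 forked duplex and 2 mM ATP. Unwinding read as fluorescence (525/598 nm), two reads 2 h apart.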
Tau fluor cs = counter-screen for tau fibril formation inhibitors. tau K18 P301L (four-repeat tau fragment) Alexa594 fluorescence, heparin fibrillization. Potency, µM (top dose mostly 57.7 µM), for inactives: top-dose activity change, negative = decrease. 280,000 tested, 0.93% active. AID 1463; further: on the % scale 0 is the no-effect control and ±100 the full control effect; nearly all actives have a fitted effect of over 55% in size
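Human K18 P301L tau (15 uM unlabeled plus 0.24 uM Alexa 594-labeled, final) in 100 mM sodium acetate pH 7 was mixed with compound and 20 uM heparin and incubated 6 hr at 37 C.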
TexasRed fluor = alters Texas Red total fluorescence, flagging assay interference; TRb/SRC2 Texas Red total fluorescence interference; Potency, µM (top dose mostly 106 µM), inactives show at the top dose fluorescence change, negative = quenching; 280,000 tested, 0.29% active; AID 1479; active means well fitted curve in either direction with a large enough effect; inconclusive means small, poorly fitted or top-dose-only effect; further: on the % scale 0 is the no-effect control and ±100 the full control effect
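Human TRβ ligand-binding domain (0.6 uM) and Texas Red SRC2 peptide (20 nM) in Tris buffer with 1 uM T3 and 5% DMSO were incubated with pinned compound for 5 hr at ambient temperature. Total fluorescence was computed as S + 2P (555/632 nm).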
Tau FP inhib = tau fibrillization inhibition (FP). P10636. K18 P301L tau heparin fibrillization, Alexa594 FP, 6 h. Potency, µM (doses to about 57.7 µM), without a hit: at the top dose activity, negative = inhibition, most hits filed as inhibitors. 280,000 tested, 0.39% active. AID 1468; further: on the % scale 0 is the no-effect control and ±100 the full control effect; nearly all actives have a fitted effect of over 55% in size
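Steps: dispense K18 P301L tau (15 uM plus 0.24 uM Alexa 594 tracer, final) in pH 7 sodium acetate; add compound; add heparin (20 uM final); incubate 6 hr, 37 C; add ThT (30 uM final); after 1 hr ambient, read FP.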
TRb SRC2 PPI = disrupts binding of human TR beta to SRC2; 280,000 tested, 0.065% active; TRbeta-SRC2 peptide binding, fluorescence polarization; receptor liganded with 1 µM T3; P10828; Potency, µM (series often up to 106 µM), for the others: top-dose activity change, negative = inhibition, most hits filed as inhibitors; AID 1469;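 further: plate controls were bound peptide for no effect and peptide without receptor for full effect; nearly all actives have a fitted effect of over 50% in size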
Target sequence (P10828 whole entry, looked up): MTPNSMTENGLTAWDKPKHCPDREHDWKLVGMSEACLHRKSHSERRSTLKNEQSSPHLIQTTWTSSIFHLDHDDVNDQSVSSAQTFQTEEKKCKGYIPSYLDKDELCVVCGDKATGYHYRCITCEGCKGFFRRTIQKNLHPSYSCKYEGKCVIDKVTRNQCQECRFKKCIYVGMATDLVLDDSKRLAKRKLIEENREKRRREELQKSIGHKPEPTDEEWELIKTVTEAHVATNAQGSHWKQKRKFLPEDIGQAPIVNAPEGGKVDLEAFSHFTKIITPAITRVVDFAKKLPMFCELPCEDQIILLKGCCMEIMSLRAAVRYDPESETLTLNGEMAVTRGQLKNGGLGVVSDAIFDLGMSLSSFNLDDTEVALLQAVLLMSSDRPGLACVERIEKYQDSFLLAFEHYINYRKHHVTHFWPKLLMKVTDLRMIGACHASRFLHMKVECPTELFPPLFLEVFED
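Quantitative HTS by FP: 0.6 uM TRb LBD, 20 nM labeled SRC2 20-mer, 1 uM T3, 5% DMSO; 5 hr ambient incubation; % activity per concentration and potencies from concentration series.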
L3MBTL1 block = blocks human L3MBTL1. Q9Y468. AlphaScreen L3MBTL1–H3K9me1 peptide binding. Potency, µM (highest dose often 57.1 µM), without a hit: at the top dose activity, negative = inhibition, hits mostly inhibitors. 230,000 tested, 0.66% active. AID 485360; further: on the % scale 0 is the no-effect control and ±100 the full control effect; nearly all actives have a fitted effect of over 60% in size
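L3MBTL1 50 nM + b-AHA-H3(1-15)K9me1 75 nM, 30 min RT; compound added, 30 min RT; streptavidin donor/Ni-chelate acceptor beads 10 ug/mL each final, 30 min RT dark; AlphaScreen read.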
* marks the source's active call; other numbers are inactive results; i = inactive; ? = inconclusive; nt = no result given; & = joins results of further samples; [ ] = dose if it differs, or a comment. Unless noted, the call rests on the fitted dose curve; in most records, active means well fitted curve in the direction sought with a large enough effect; inconclusive means small, poorly fitted or top-dose-only effect, or another doubt; inactive means no such curve, though single readings can be large; an effect the other way counts as inactive or inconclusive. Potency means the concentration at half of the fitted maximal effect. Some of the compounds tested; count on the stated rates, not on these rows.

Sequence of screens – Tau ThT inhib	HTT ATP protect	RECQ1 inh	Tau fluor cs	TexasRed fluor	Tau FP inhib	TRb SRC2 PPI	L3MBTL1 block
[1] CCOc1ccc(NC(=O)Cn2c(=O)cc(C)c3c(C)nn(-c4cccc(Cl)c4C)c32)cc1
→ -3%	nt	nt	3%	-2%	-11%	-11%	nt
[2] CC(=O)CN1Cc2ccccc2/C1=N\C(=O)Nc1ccccc1
→ 11%	-5%[10 µM]	3%	10%	-1%	1%	4%	3%
[3] CC(C)N(CCNC(=O)c1oc(=O)c2ccccc2c1-c1ccccc1)Cc1ccco1
→ -2%	-2%	i	-3%	-5%	4%	-11%	nt
[4] Cc1ccc(/C(O)=C2\C(=O)C(=O)N(CCN(C)C)C2c2ccccc2F)cc1 (stereo unspecified)
→ -6%	8%	i	-5%	-1%	3%	1%	4%
[5] O=C(CN1CCSC1=NCc1ccccc1)c1ccc(Cl)cc1
→ -1%	11%[10 µM]	0%	-3%	1%	-1%	10%	18%
[6] NS(=O)(=O)c1ccc(NC(=O)COC(=O)c2c3c(nc4ccccc24)/C(=C\c2ccc4c(c2)OCO4)CCC3)cc1
→ -5%	nt	?	?	-1%	?	0%	12%
[7] COc1cc(/C=C/C(=O)OCC(=O)NCCC2=CCCCC2)ccc1O
→ -11%	-26%	-3%	-20%	-2%	5%	-2%	-3%
[8] OCCC1CN(Cc2cc3c(cc2Cl)OCO3)CCN1Cc1ccccc1 (stereo unspecified)
→ 2%	0%[10 µM]	i	-5%	2%	-11%	-1%	-2%
[9] COc1ccccc1NC(=O)CCN1CCN(Cc2ccccc2)CC1
→ -8%	21%	-7%	0%	-6%	7%	0%	nt
[10] Cc1nnc2ccc(N3CCOCC3)nn12
→ 5%	2%	i	0%	-4%	3%	-2%	nt
[11] CC1CN(C(=O)CCN2C(=O)c3ccccc3C2=O)CC(C)O1 (stereo unspecified)
→ -11%	-1%[1.9 µM]	-14%	-7%	0%	-12%	-17%	-1%
[12] COc1cc(C(=O)Nc2ccc(-c3cc(C(F)(F)F)nn3-c3ccccc3)cc2)cc(OC)c1OC
→ -2%	nt	nt	?	5%	?	4%	nt
[13] CCCCn1c(N)c(N(CC)C(=O)CCc2ccccc2)c(=O)[nH]c1=O
→ 4%	14%[10 µM]	-3%	2%	-1%	6%	-6%	7%
[14] CN(C(=O)CSc1ncnc2sccc12)c1c(N)n(Cc2ccccc2)c(=O)[nH]c1=O
→ -10%	0%[10 µM]	i	-14%	3%	-3%	7%	7%
[15] COc1ccc(NC(=O)c2cc3c([nH]c2=O)CC(c2ccccc2)CC3=O)cc1 (stereo unspecified)
→ -1%	nt	nt	4%	-1%	-6%	2%	nt
[16] c1ccc2[nH]c(SCc3cn4ccccc4n3)nc2c1
→ -2%	nt	i	-2%	-1%	-1%	-1%	3%
[17] CCc1ccc(Nc2nc3ccccc3nc2NS(=O)(=O)c2ccccc2)cc1
→ ?	nt	nt	?	-1%	2%	7%	nt
[18] c1ccc(-c2noc(CSc3nnnn3C3CCCCC3)n2)cc1
→ 1%	-7%	-3%	-2%	1%	-5%	6%	24%
[19] COc1ccc(CCNC2CC(=O)N(N(C)C)C2=O)cc1OC (stereo unspecified)
→ 0%	6%[10 µM]	19%	5%	-1%	-1%	-3%	-1%
[20] O=C(CSc1nc(-c2ccco2)cc(C(F)(F)F)n1)N1CCSCC1
→ -14%	12%[1.9 µM]	-2%	-7%	3%	4%	11%	-7%
[21] N=c1c[n+](N2CCOCC2)[n-]o1
→ 13µM*	7%[1.9 µM]	0%&-10%	-20%&-15%	-3%&-3%	?	6%&9%	-6%
[22] CSCC(=O)NS(=O)(=O)c1ccc(C)cc1
→ 1%	nt	-6%	-6%	-2%	1%	1%	1%
[23] O=C(c1cc2ccccc2o1)N1CC=C(c2ccccc2)CC1
→ ?	-10%[10 µM]	-2%	-17%	-1%	3%	-2%	9%
[24] CCC(C)NS(=O)(=O)c1ccc(NC(=O)c2ccc([N+](=O)[O-])cc2Cl)cc1 (stereo unspecified)
→ -7%	4%[10 µM]	-12%	?	-4%	10%	-4%	0%
[25] Cc1ccc(C(=O)NCCc2nnc3ccc(SCC(=O)Nc4c(C)cc(C)cc4C)nn23)cc1
→ 0%	-22%[10 µM]	-2%	6%	-2%	5%	-16%	3%
[26] Cc1ccc(C)c(Cn2c(=O)n(CC3CCC(C(=O)N4CCOCC4)CC3)c(=O)c3sccc32)c1 (stereo unspecified)
→ 0%	nt	nt	-5%	-2%	-4%	4%	nt
[27] CCc1cccc(NC(=O)CN2C(=O)NC3(CCCCCCC3)C2=O)c1
→ 1%	7%[10 µM]	-2%	-5%	-1%	-2%	9%	2%
[28] CCC(Sc1ccc2nnc(-c3ccc(OC)c(OC)c3)n2n1)C(=O)O (stereo unspecified)
→ -13%	-1%	-7%	-6%	-2%	6%	-9%	nt
[29] O=C(c1ccco1)N1CCN(C(=O)c2cnn(-c3cccc(F)c3)c2C2CCNCC2)CC1
→ 2%	nt	nt	-3%	0%	-5%	-5%	nt
[30] Cc1occc1-c1nnc(SCC(=O)N2CCOCC2)n1CC(C)C
→ -8%	-1%[1.9 µM]	0%	-1%	-3%	8%	-15%	1%

Just TexasRed fluor, Tau ThT inhib and TRb SRC2 PPI (3 entries from above):
#	Molecule	TexasRed fluor	Tau ThT inhib	TRb SRC2 PPI
18	c1ccc(-c2noc(CSc3nnnn3C3CCCCC3)n2)cc1	1%	1%	6%
12	COc1cc(C(=O)Nc2ccc(-c3cc(C(F)(F)F)nn3-c3ccccc3)cc2)cc(OC)c1OC	5%	-2%	4%
13	CCCCn1c(N)c(N(CC)C(=O)CCc2ccccc2)c(=O)[nH]c1=O	-1%	4%	-6%

More records:
item | structure | Tau ThT inhib | HTT ATP protect | RECQ1 inh | Tau fluor cs | TexasRed fluor | Tau FP inhib | TRb SRC2 PPI | L3MBTL1 block
31 | CN(C)S(=O)(=O)c1cccc(NC(=O)c2ccc(N3CCOCC3)c([N+](=O)[O-])c2)c1 | ? | -78%[inhibitor][10 µM] | i | -28% | -1% | -5% | 0% | -4%
32 | Cc1ccc(S(=O)(=O)NC(=O)c2cc(C)n(CCCn3ccnc3)c2C)cc1 | -13% | -2% | -2% | 0% | 1% | 6% | -5% | -5%
33 | Cc1nc2ccccc2c(=O)n1NC(=O)c1ccc([N+](=O)[O-])cc1 | -2% | -31% | i | 0% | -1% | 0% | -3% | nt
34 | Cc1cc(C)n(S(=O)(=O)c2ccc(Cl)c(Cl)c2Cl)n1 | -8% | -3% | -1% | -11% | -2% | 1% | 0% | 9%
35 | Cc1[nH]c2ccc(C(=O)NCCCN3CCCCC3)cc2c1C | 1% | nt | nt | -4% | 1% | 0% | -2% | nt
36 | O=C(NCCc1ccc(Cl)cc1)c1ccc2c(c1)N(Cc1ccccc1F)C(=O)c1ccccc1S2(=O)=O | 7% | nt | nt | ? | -2% | ? | -7% | nt
37 | C=CCOc1c(Cl)cc(CNc2ccc(C)c(Cl)c2)cc1OC | ? | -73%[inhibitor][10 µM] | -6% | ? | -3% | 7% | -8% | nt
38 | COc1cc(C(C(=O)NC(C)(C)C)N(Cc2ccc3c(c2)OCO3)C(=O)c2cnccn2)cc(OC)c1OC (stereo unspecified) | -3% | -4% | -2% | -3% | 0% | 3% | 3% | nt
39 | C/C(=N\Nc1nc(C)cc(C)n1)c1ccc(C)o1 | -1% | 12%[10 µM] | -15% | 8% | -2% | 0% | 2% | -1%
40 | Cc1ccc(C(C)C)c(OC(=O)/C=C/c2ccccc2)c1 | -13% | -5%[10 µM] | -2% | -8% | -1% | 1% | 9% | 57%[activator]
41 | O=C(CN1CC(c2ccccc2)CC1=O)Nc1ccc2c(c1)OCO2 (stereo unspecified) | -9% | 2% | -22% | -15% | -1% | 1% | -2% | -3%
42 | Cc1oc(-c2ccc(Cl)cc2)nc1CN1CCCC(C(=O)NCc2ccc(Cl)cc2)C1 (stereo unspecified) | ? | nt | nt | -18% | -6% | -10% | -5% | nt
43 | CCCCCn1c(SCC(=O)OCC)nc2cc(C(=O)NCc3ccco3)ccc2c1=O | -2% | 5%[0.074 µM] | -15% | -16% | -2% | -6% | 6% | 1%
44 | COc1ccc(C(=O)Nc2ccc3nc(SCc4ccc(C)cc4)sc3c2)cc1 | -7% | nt | nt | -18% | 7% | -12% | 7% | nt
45 | CSc1ccc(CN2CCCC(CO)(Cc3ccccc3)C2)cc1 (stereo unspecified) | 0% | 4%[10 µM] | -5% | -5% | -6% | 9% | -9% | -18%

One compound at a time, from the list above. Values in the order: Tau ThT inhib	HTT ATP protect	RECQ1 inh	Tau fluor cs	TexasRed fluor	Tau FP inhib	TRb SRC2 PPI	L3MBTL1 block
CCCCCn1c(SCC(=O)OCC)nc2cc(C(=O)NCc3ccco3)ccc2c1=O across the screens: -2%	5%[0.074 µM]	-15%	-16%	-2%	-6%	6%	1%
Cc1ccc(C(C)C)c(OC(=O)/C=C/c2ccccc2)c1 across the screens: -13%	-5%[10 µM]	-2%	-8%	-1%	1%	9%	57%[activator]
Cc1cc(C)n(S(=O)(=O)c2ccc(Cl)c(Cl)c2Cl)n1 across the screens: -8%	-3%	-1%	-11%	-2%	1%	0%	9%
